Bioassay records deposited in PubChem BioAssay by several laboratories.
ER stress rescue: rescue of cells from ER stress-induced death, primary screen, 384-well, CSM14.1, thapsigargin, ATP luminescence (AID 1222) | CSM14.1 thapsigargin-induced death rescue, ATP luminescence; higher % means a stronger effect | cellular ATP content (survival), % at 20 µM, or EC50 in µM where a hit was titrated | 190,000 tested, under 10 active;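 active means EC50 below 50 µM in the dose-response confirmation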;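 further: death triggered by thapsigargin at about 15 µM added after 2 h compound pretreatment; cell ATP read after overnight thapsigargin exposure of roughly 18 to 22 hours; normalized against plate controls of thapsigargin alone and 5% DMSO vehicle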
GPR55 activation: GPR55 agonists via beta-arrestin recruitment, primary screen, imaging, U2OS cells, beta-arrestin-GFP redistribution (AID 1961). G-protein coupled receptor 55 (Homo sapiens). U2OS GPR55 beta-arrestin-GFP redistribution imaging; higher % means a stronger effect. activation, % at 10 µM; hits with a dose series show EC50 in µM. 290,000 tested, 0.048% active;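 active means activation above 40% with more than 50 cells counted in the well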;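 further: U2OS osteosarcoma cells stably expressing GPR55 and beta-arrestin-GFP; plate controls were DMSO negative control for no effect and LPI positive control for full effect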
NOD2 inhibition: NOD2 signaling inhibitors, cell-based, luminescence, uHTS, HEK293 (AID 1566); 290,000 tested, 0.63% active; inhibition, % at 4 µM, or EC50 in µM where a hit was titrated; HEK293 NOD2/NF-kB luciferase reporter, luminescence; higher % means a stronger effect; further: many of its hits are not listed in these tables
TNAP activators: human TNAP enzyme activators, primary screen, biochemical, luminescent, no phosphate acceptor, uHTS (AID 1001). Alkaline phosphatase, tissue-nonspecific isozyme (Homo sapiens). one-dose activation fold at 20 µM; EC50 in µM for titrated hits. purified TNAP, luminescent activation assay, no phosphate acceptor; higher activation fold means a stronger effect. 200,000 tested, 0.03% active; in the data active means activation fold from about 3, or a potency from the dose series; inactive means the rest, 99 in 100 with activation fold below about 1.6; further: many of its hits are not listed in these tables
KOR beta-arrestin-1: KOR antagonists, beta-arrestin recruitment, cell-based, luminescence, uHTS (AID 1778); one-dose inhibition, % at 10 µM; IC50 in µM for titrated hits; KOR beta-arrestin recruitment, luminescence, antagonist mode; higher % means a stronger effect; 290,000 tested, 0.091% active; further: strong numbers were not always called active
NOD1 inhibition: NOD1 signaling inhibitors, primary screen, cell-based, luminescence, uHTS (AID 1578). NOD1-driven NF-kB luciferase reporter cells, luminescence; higher % means a stronger effect. one-dose inhibition, % at 4 µM; EC50 in µM for titrated hits. 290,000 tested, 1% active; in the data active means inhibition mostly above about 36%, no sharp cut-off; inactive means mostly below about 34%;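 further: HEK-293T reporter cells stimulated with the NOD1 agonist gamma-tri-DAP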
NTR1 agonist: agonists of NTR1, primary screen, imaging, U2OS cells, beta-arrestin-GFP, high content (AID 493036); Neurotensin receptor type 1 (Homo sapiens), P30989; NTR1-U2OS beta-arrestin-GFP spot imaging, agonist mode; activation, % at 20 µM; 330,000 tested, 0.17% active;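 active means activation at or above 40% of the spot to cytoplasm intensity ratio, with at least 20 cells analyzed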;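 further: 0% = DMSO without peptide and 100% = 100 nM NTR1 peptide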
Target sequence (P30989 whole entry, looked up): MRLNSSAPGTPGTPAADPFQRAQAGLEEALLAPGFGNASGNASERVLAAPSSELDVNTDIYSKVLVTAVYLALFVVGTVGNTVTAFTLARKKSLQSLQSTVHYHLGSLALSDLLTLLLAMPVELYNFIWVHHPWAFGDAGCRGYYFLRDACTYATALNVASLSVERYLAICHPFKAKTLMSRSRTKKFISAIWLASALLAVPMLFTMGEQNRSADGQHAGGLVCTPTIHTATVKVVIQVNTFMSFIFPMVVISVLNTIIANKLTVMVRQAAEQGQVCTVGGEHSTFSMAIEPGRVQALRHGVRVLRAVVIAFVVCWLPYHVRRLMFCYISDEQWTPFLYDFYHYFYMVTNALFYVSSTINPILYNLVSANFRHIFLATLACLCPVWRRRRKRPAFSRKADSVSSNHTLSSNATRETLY
KOR beta-arrestin-2: KOR agonists, beta-arrestin recruitment, primary screen, cell-based, luminescence, uHTS (AID 1777); Kappa-type opioid receptor (Homo sapiens); KOR beta-arrestin recruitment, luminescence; higher % means a stronger effect; one-dose activation, % at 10 µM; EC50 in µM for titrated hits; 280,000 tested, 0.02% active; in the data active means activation above about 50%, passing the limit was not always enough; further: a part of the inactive calls stands beside numbers as strong as those of hits
Yfh1-off respiration: enhancers of respiration in Yfh1-depleted yeast, dose response, Friedreich's ataxia, plus single-dose screen (AID 1465). S. cerevisiae Yfh1-off respiration, WST-1 reduction, 72 h; higher fold induction means a stronger effect. fold induction at 50 µM; hits with a dose series show EC50 in µM. 220,000 tested, 0.074% active;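 active means fold induction of absorbance versus untreated yeast above a set limit, then at least 30% activation at any dose in follow-up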;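 further: activators that raise dye reduction in frataxin-depleted yeast; strong numbers were not always called active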
NTR1 agonist cell count 20 µM: also measured in NTR1 agonist; calls as there; cell count; measured here: cell count, cytotoxicity flag
* hit, by the source's call; i = inactive; / = not tested or not shown; [ ] = remark or other dose. Unless noted, no stated cut-off is given here; in the data, active means inhibition above about 50%; inactive means the rest.

SMILES | ER stress rescue | GPR55 activation | NOD2 inhibition | TNAP activators | KOR beta-arrestin-1 | NOD1 inhibition | NTR1 agonist | NTR1 agonist cell count 20 µM | KOR beta-arrestin-2 | Yfh1-off respiration
O=C(OCc1ccccc1F)c1cnc(Cl)c(Cl)c1 | / | -0.3% | -36% | / | 17% | 1% | 4.8 | 43 | 0.4% | /
Cc1ccc(N(CC(=O)Nc2cc(C)cc(C)c2)S(=O)(=O)c2c(C)noc2C)cc1 | / | -0.1% | -19% | / | 4% | 8% | 4.0 | 59 | 6.6% | /
CCOC(=O)C(C)n1nc(C)c2sc3ccccc3c2c1=O (stereo not drawn) | -0.1% | -0.3% | 15% | 1 | 24% | -17% | 1.5 | 67 | 7.0% | i
C/C(=N/NC(=O)c1ccco1)c1ccc(NC(=O)c2ccc(F)cc2)cc1 | -3.6% | 0.0% | -13% | 1.1 | -32% | -37% | -0.3 | 64 | 1.9% | i
CCS(=O)(=O)c1ccc(O)c(NC(=O)Nc2ccccc2)c1 | -0.5% | 0.0% | 12% | 1.1 | 0% | 7% | -0.5 | 56 | -1.5% | i
Cc1csc(NC(=O)c2ccc(S(C)(=O)=O)cc2)n1 | -0.1% | 0.2% | -23% | 1.1 | -7% | -29% | 1.9 | 70 | 0.4% | i
Cc1cccc(C)c1N=Cc1c(C(F)(F)F)[nH][nH]c1=O | / | 0.3% | 6% | 1.2 | -3% | -44% | -0.5 | 109 | -0.9% | i
CCOC(=O)n1c(=O)n(Cc2ccc(Cl)cc2Cl)c2ccccc21 | 0.4% | -0.3% | 10% | 1 | -11% | 12% | 3.5 | 69 | -2.3% | i
COCCN(C(=S)Nc1cc(C)ccc1C)C(C)c1cccnc1 (stereo not drawn) | -2.8% | 0.2% | -2% | 1 | 31% | -3% | -1.4 | 46 | 4.2% | i
O=C(Cn1c(=S)[nH]c2ccccc2c1=O)N1CCc2ccccc2C1 | -0.5% | -0.2% | 21% | 1.2 | -24% | -32% | 1.2 | 48 | 1.0% | i
CC(c1ccccn1)N(CCN(C)C)C(=S)Nc1cccc(F)c1 (stereo not drawn) | -0.7% | -0.1% | -18% | 1.1 | -6% | 6% | 0.9 | 65 | 4.5% | i
COc1cccc(C(=O)C2CCCN(Cc3cn(CC(N)=O)c4ccccc34)C2)c1 (stereo not drawn) | -2.0% | -0.1% | 2% | 1 | -32% | -43% | 0.1 | 31 | 2.2% | i

Quoted at random: 6 entries already listed.
SMILES | ER stress rescue | GPR55 activation | NOD2 inhibition | TNAP activators | KOR beta-arrestin-1 | NOD1 inhibition | NTR1 agonist | NTR1 agonist cell count 20 µM | KOR beta-arrestin-2 | Yfh1-off respiration
O=C(Cn1c(=S)[nH]c2ccccc2c1=O)N1CCc2ccccc2C1 | -0.5% | -0.2% | 21% | 1.2 | -24% | -32% | 1.2 | 48 | 1.0% | i
CCS(=O)(=O)c1ccc(O)c(NC(=O)Nc2ccccc2)c1 | -0.5% | 0.0% | 12% | 1.1 | 0% | 7% | -0.5 | 56 | -1.5% | i
CC(c1ccccn1)N(CCN(C)C)C(=S)Nc1cccc(F)c1 (stereo not drawn) | -0.7% | -0.1% | -18% | 1.1 | -6% | 6% | 0.9 | 65 | 4.5% | i
O=C(OCc1ccccc1F)c1cnc(Cl)c(Cl)c1 | / | -0.3% | -36% | / | 17% | 1% | 4.8 | 43 | 0.4% | /
CCOC(=O)C(C)n1nc(C)c2sc3ccccc3c2c1=O (stereo not drawn) | -0.1% | -0.3% | 15% | 1 | 24% | -17% | 1.5 | 67 | 7.0% | i
CCOC(=O)n1c(=O)n(Cc2ccc(Cl)cc2Cl)c2ccccc21 | 0.4% | -0.3% | 10% | 1 | -11% | 12% | 3.5 | 69 | -2.3% | i

Following part:
SMILES | ER stress rescue | GPR55 activation | NOD2 inhibition | TNAP activators | KOR beta-arrestin-1 | NOD1 inhibition | NTR1 agonist | NTR1 agonist cell count 20 µM | KOR beta-arrestin-2 | Yfh1-off respiration
COc1ccc(CCNC(=O)C2CCN(C(=O)c3ccc(F)cc3)CC2)cc1OC | / | -0.2% | -2% | / | -7%[20 µM] | -3% | 0.7 | 65 | -1.1% | /
CN(CC(=O)NCc1ccco1)S(=O)(=O)c1ccc2c(c1)n(C)c(=O)c(=O)n2C | / | 0.1% | 4% | 1.1 | 14% | -12% | 1.5 | 75 | -3.7% | i
O=c1c(Cc2ccccc2)c(O)ccn1C1CCCCCCC1 | -0.3% | 0.1% | 1% | 1.1 | -5% | -38% | 3.8 | 18 | -2.2% | i
CCOC(=O)c1oc2ccccc2c1CN1CCOCC1 | -1.8% | -0.1% | 3% | 1.1 | 28% | -8% | 0.1 | 82 | -0.4% | i
COc1ccccc1NC(=O)Cc1cccs1 | -2.8% | -0.2% | 1% | 1.1 | 29% | -45% | -0.3 | 78 | -2.2% | i
COc1ccc(-n2c(C)cc(C(=O)CN3C(=O)NC4(CCCc5sccc54)C3=O)c2C)cc1 (stereo not drawn) | -1.2% | 0.0% | 9% | 1.2 | -46% | -26% | -0.9 | 94 | 2.4% | i
O=C(NCc1ccc(Cl)cc1)c1cccc(NC2=NC3CS(=O)(=O)CC3S2)c1 (stereo not drawn) | / | -0.1% | 4% | / | 17%[20 µM] | -1% | -0.9 | 65 | -3.4% | /
COCC1CCN(C(=O)C2CCC(=O)N(Cc3ccc(Cl)cc3)C2)CC1 (stereo not drawn) | / | -0.1% | 4% | / | -1% | -19% | -0.4 | 61 | 1.0% | /
CC(=O)c1c(C)nc(-c2ccc(OCC(=O)Nc3ccc(F)cc3)cc2)n1O | 2.0% | -0.4% | 14% | 1.1 | 18% | -5% | 0.0 | 51 | -0.2% | i
CC(Oc1ccccc1)C(=O)N/N=C/c1ccccn1 (stereo not drawn) | 0.0% | 0.7% | 14% | 1.9 | 4% | -15% | 0.1 | 82 | 0.1% | i
O=C(NCc1cccnc1)c1ccc(-c2cc3ccccc3oc2=O)cc1 | -1.1% | -0.1% | -26% | 1 | -11%[20 µM] | -7% | 2.2 | 100 | -1.3% | i

Entries of single compounds, quoted from the list. Screens in order: ER stress rescue | GPR55 activation | NOD2 inhibition | TNAP activators | KOR beta-arrestin-1 | NOD1 inhibition | NTR1 agonist | NTR1 agonist cell count 20 µM | KOR beta-arrestin-2 | Yfh1-off respiration
Entry for Cc1csc(NC(=O)c2ccc(S(C)(=O)=O)cc2)n1 = -0.1% | 0.2% | -23% | 1.1 | -7% | -29% | 1.9 | 70 | 0.4% | i
Entry for O=C(Cn1c(=S)[nH]c2ccccc2c1=O)N1CCc2ccccc2C1 = -0.5% | -0.2% | 21% | 1.2 | -24% | -32% | 1.2 | 48 | 1.0% | i
Entry for CC(=O)c1c(C)nc(-c2ccc(OCC(=O)Nc3ccc(F)cc3)cc2)n1O = 2.0% | -0.4% | 14% | 1.1 | 18% | -5% | 0.0 | 51 | -0.2% | i

A portion of the library; count on the stated rates, not on these rows.
